HCV NS3h FP – blocks HCV NS3 helicase binding to DNA; NS3h Cy5-dT15 DNA binding, fluorescence polarization; inhibition, % at 100 µM; hit rate 1.6% among 16,000;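 active = inhibition above the average over every tested compound plus 3 SD, cut at about 40% in these data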
Cy5 interf NS3h – counter-screen for HCV NS3 helicase inhibitors: fluorescence interference; Cy5-dT15 DNA with NS3h; actives lie on both sides; signal over control mean, under 1 quenches; fluorescence interference ratio at 100 µM; hit rate 6% among 16,000;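 active = compound fluorescence over control fluorescence at most 0.8, a quencher, or at least a set upper limit, an enhancer; inactive = ratio between 0.8 and the set upper limit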
Numbers without * were called inactive.

Molecule | HCV NS3h FP | Cy5 interf NS3h
CS(=O)(=O)N(CC(=O)N1CCOCC1)c1cccc(C(F)(F)F)c1 | 10 | 1
COc1cc(-c2c(C#N)c(N)n3c(nc4ccccc43)c2C#N)ccc1O | 23 | 1.1
CCN1C(=O)/C(=C\c2ccc(-c3ccc([N+](=O)[O-])cc3Br)o2)SC1=S | 4 | 0.98
Cc1cc(OCC(=O)Nc2ccc(-c3nc4ccccc4o3)c(O)c2)ccc1Cl | 3 | 1
O=S(=O)(NCCc1ccccc1)c1ccc2ccccc2c1 | 17 | 1.1
O=C(C1=C(O)C(=O)N(c2nncs2)C1c1cccc([N+](=O)[O-])c1)c1cccs1 (centres undefined) | 3 | 0.85
COC(=O)CN(c1ccc(C)c(Cl)c1)S(C)(=O)=O | -3 | 1
COc1ccccc1C/C(N)=N\OC(=O)c1cccc(I)c1 | 8 | 0.84
O=C(NCCCn1ccnc1)c1cnn2c(C(F)(F)F)cc(-c3ccc(Br)cc3)nc12 | 3 | 1.1
N#CC(C#N)=C1CCCc2ccccc2N1 | -4 | 0.97
CCOC(=O)C1=C(C)N=c2s/c(=C\c3cccs3)c(=O)n2C1c1cccc(OC)c1 (centres undefined) | 19 | 1
COC(=O)c1sc(NC(=O)c2cc([N+](=O)[O-])ccc2Cl)c(C(=O)OC)c1C | 6 | 1.1
CCNC(=S)N1CCN(c2ccccc2OC)CC1 | 2 | 1
COc1ccc(/C=C2\SC(=S)N(CC(=O)Nc3ncc(Cc4cccc([N+](=O)[O-])c4)s3)C2=O)cc1OC | 15 | 0.98
Cc1ccc(Cn2c(NC(=O)c3ccc(Cl)cc3)nc3ccccc32)cc1 | -11 | 0.84
Cc1ccc(-c2nc3cc(Cl)ccc3o2)cc1NC(=S)NC(=O)c1ccco1 | -8 | 1
CCC1CCC(=O)C(C2(O)C(=O)Nc3ccccc32)C1 (centres undefined) | 14 | 1
COc1cc(NC(=O)Cc2ccc(Cl)cc2)c(OC)cc1Cl | 11 | 0.9
O=C(c1ccc(Cl)c(Cl)c1)N1CCN(C(c2ccccc2)c2ccccc2)CC1 | 8 | 0.99
O=C(Nc1ccc(Cl)c(Cl)c1)c1ccc(Cl)cc1Cl | 19 | 1.1
CC(C)(C)c1ccc(C(=O)Nc2cccc3nsnc23)cc1 | 3 | 1
COc1ccc(N(CC(=O)N2CCOCC2)S(C)(=O)=O)cc1 | 1 | 1
CCOC(=O)C(=O)NCc1ccc(Cl)cc1 | -8 | 1
O=C(NCCOc1ccccc1F)c1ccc(F)c2ccccc12 | 19 | 0.98
O=C(c1c(Cl)cccc1Cl)N1CCN(c2ccc([N+](=O)[O-])cc2)CC1 | 23 | 1
COc1ccccc1C1NC(=S)NC(C)=C1C(=O)Nc1ccccc1Cl (centres undefined) | 14 | 1.1
CCCSc1nnc(NC(=O)/C=C/c2ccccc2)s1 | 7 | 1.1
COC(=O)CN1C(c2ccc(OC)cc2)Nc2ccc(Br)cc2C1c1ccccc1 (centres undefined) | 6 | 1
Nc1ccc[n+](CC(=O)c2ccccc2)c1 | -14 | 0.75*
O=c1/c(=C/c2ccccc2OCCOc2ccc([N+](=O)[O-])cc2)sc2nc3ccccc3n12 | -4 | 0.99

Part of the list above in order of molar mass, rising.
Molecule | HCV NS3h FP | Cy5 interf NS3h
Nc1ccc[n+](CC(=O)c2ccccc2)c1 | -14 | 0.75*
COc1cc(-c2c(C#N)c(N)n3c(nc4ccccc43)c2C#N)ccc1O | 23 | 1.1
COc1ccccc1C1NC(=S)NC(C)=C1C(=O)Nc1ccccc1Cl (centres undefined) | 14 | 1.1

The listing picks up with the three entries that preceded the break.
Molecule | HCV NS3h FP | Cy5 interf NS3h
COC(=O)CN1C(c2ccc(OC)cc2)Nc2ccc(Br)cc2C1c1ccccc1 (centres undefined) | 6 | 1
Nc1ccc[n+](CC(=O)c2ccccc2)c1 | -14 | 0.75*
O=c1/c(=C/c2ccccc2OCCOc2ccc([N+](=O)[O-])cc2)sc2nc3ccccc3n12 | -4 | 0.99
COc1ccc(NC(=O)C(=O)NCc2ccccc2)cc1Cl | 10 | 1
COc1ccc(-c2nnc(Nc3ccc(O)cc3)c3ccccc23)cc1 | 11 | 0.86
Cn1c2ccccc2c2nnc(SCC(=O)N(c3ccccc3)c3ccccc3)nc21 | 14 | 1
NC1=C(N2CCCCC2)C(=O)c2ccccc2C1=O | 3 | 0.86
CC1C(=O)N(c2ccc(Cl)c(Cl)c2)C(=N)N1c1nc(N(C)C)nc(N(C)C)n1 (centres undefined) | -2 | 0.98
O=C(CSc1nnc(SCC(=O)c2ccc(F)cc2)n1-c1ccccc1)c1ccc(F)cc1 | 8 | 0.92
O=C(Nc1ccccc1C(=O)Nc1ccc(Br)cc1)c1ccccc1 | 17 | 0.96
Cc1cc(C)cc(N2C(=O)NC(=O)/C(=C\c3ccc(F)cc3)C2=O)c1 | 22 | 1
CCC(CC)C(=O)Nc1cc(OC)ccc1OC | 1 | 0.97
CC(C)Oc1ccccc1C1Nc2ccccc2NC2=C1C(=O)CC(c1ccccc1)C2 (centres undefined) | 13 | 1
O=C(NN=C1CCCCC1)c1ccc(O)cc1 | 3 | 1
CN(C)C(=O)COc1ccc2ccc(=O)oc2c1 | 26 | 1.1
Cc1ccc(N2C(=O)CC(NCCc3cccc(F)c3)C2=O)cc1 (centres undefined) | 25 | 0.93
Cc1ccc(C(=O)N2CCN(c3c(Cl)cccc3[N+](=O)[O-])CC2)cc1 | 10 | 0.88
C=CCN1C(=O)/C(=C\c2ccc(OC(=O)c3cccc(Br)c3)c(OC)c2)SC1=S | 8 | 1.1
O=C1CCCC2=C1C(c1ccccc1Cl)Nc1ccc(C(=O)c3ccccc3)cc1N2 (centres undefined) | 19 | 0.92
CC(C(=O)O)N1C(=O)/C(=C/c2ccc(N(C)C)cc2)SC1=S (centres undefined) | 10 | 1.1
O=C(N/N=C\c1ccc(F)cc1)/C(=C\c1cccs1)NC(=O)c1ccccc1 | 15 | 1.1
Cc1cccc(/C(N)=N\OC(=O)COc2ccc(Cl)cc2)c1 | 14 | 1.1
CN1C(=O)c2ccc(N(C)C)cc2C1=O | 6 | 1.1
O=C(c1ccc(F)c(F)c1)N1CCN(c2cc(N3CCCCC3)c(F)cc2[N+](=O)[O-])CC1 | 1 | 1
O=C(CN1C(=O)c2ccc([N+](=O)[O-])cc2C1=O)Nc1ccc(Br)cc1C(=O)O | 6 | 0.98
O=C(c1ccc(Cl)cc1[N+](=O)[O-])N1CCN(Cc2ccccc2)CC1 | 11 | 1.1
COc1cc(OC)c(OC)cc1CN1CCN(Cc2cccc(OC)c2OC)CC1 | -10 | 1
Cc1cccc(Nc2nc3c(s2)CCCC3)c1 | 12 | 0.92
CON1C(=O)C(=O)N(OC)C(C)(C)C1C (centres undefined) | 2 | 1
O=C(CCCN1C(=O)/C(=C\c2cccs2)SC1=S)Nc1ccc(Br)cc1 | 9 | 1
O=C(O)c1ccc(Oc2ccc3c(c2)C(=O)N(c2ccc([N+](=O)[O-])cc2)C3=O)cc1 | 6 | 0.97
CCOc1cccc(C(=O)Nc2nnc(COc3ccc(Cl)cc3)s2)c1 | 8 | 1
Oc1c(Cl)cc(Cl)cc1/C=N\N=C/c1cc(Cl)cc(Cl)c1O | 7 | 1
CCOc1ccc(C2=C/C(=C/c3ccc(OC)c(OC)c3)C(=O)O2)cc1 | 0 | 0.86
O=C1CN(C(=O)c2ccc([N+](=O)[O-])cc2)c2ccccc2N1 | 2 | 1.1
Cc1cc(NS(=O)(=O)c2ccc(NC(=O)C(C)Oc3cccc(Cl)c3)cc2)nc(C)n1 (centres undefined) | 9 | 1.1
Cc1ccccc1C(=O)N1CC(C)CC(C)C1 (centres undefined) | 1 | 1.1
COc1ccc(CN2CCN(Cc3cccc(F)c3)CC2)cc1OC | -12 | 1
COc1ccc(C2Nc3ccc(Cl)cc3C(c3ccccc3)O2)cc1 (centres undefined) | 6 | 0.93
O=[N+]([O-])c1ccc2c(c1)ONC(c1ccc(Cl)cc1)=N2 | 22 | 0.67*
Cc1onc(-c2c(Cl)cccc2Cl)c1C(=O)Nc1ccc(Cl)cc1Cl | 9 | 1
COCCCn1c(O)c(C2=c3ccccc3=NC2=O)sc1=S | 20 | 1
Cc1cccc(OCC(=O)n2cnnc2N)c1 | -4 | 0.95
O=C(CCCN1C(=O)c2cccc3cccc(c23)C1=O)N1CCc2ccccc2C1 | 17 | 0.85
S=c1nc(COc2ccc(Cl)cc2Cl)[nH][nH]1 | 9 | 0.99
CC(C)c1ccc(/C=N\n2cnnc2)cc1[N+](=O)[O-] | 7 | 0.89
CC(=O)Nc1ccccc1NC(=O)c1cccc(I)c1 | 5 | 0.97
COc1ccc(C2CC(=O)C3=C(C2)NC(C)=C(C#N)C3c2ccc(N(C)C)cc2)cc1 (centres undefined) | 13 | 0.97
O=C1C2C3C=CC(C4CC34)C2C(=O)N1N=Cc1ccccc1Cl (centres undefined) | 1 | 1
CCOC(=O)C1=C(O)/C(=C/c2ccc(O)cc2)SC1=Nc1cccc(Cl)c1 | 63* | 1.1
O=C1NC(=Nc2cccnc2)S/C1=C\c1ccc(F)cc1 | -3 | 1
CCc1ccccc1NS(=O)(=O)c1ccc(OC)c(OC)c1 | 10 | 1
Cc1cc(OCC(=O)OC(C)C)c2c(-c3ccccc3)cc(=O)oc2c1 | 11 | 1.1
Cc1nc2ccc(Br)cc2c(Cl)c1CCC(=O)O | -2 | 1
Cc1ccc(NC(=O)c2cc(NC(=O)c3ccccc3)cc(NC(=O)c3ccccc3)c2)cc1 | 11 | 1
O=C(NC(=S)Nc1ccc([N+](=O)[O-])cc1O)c1ccc(F)cc1 | 2 | 1
O=[N+]([O-])c1ccc(NCCCNS(=O)(=O)c2ccc(Cl)cc2)cc1 | 6 | 1
CC(O)c1cccc(NC(=O)c2cc3n(n2)C(C(F)(F)F)CC(c2ccc(Cl)cc2)N3)c1 (centres undefined) | -3 | 1
CCc1ccc(-c2ncnn2-c2ccc(Cl)cc2)cc1 | -2 | 0.99
COC(=O)c1cc2nc(-c3ccc(OC)cc3)cc(C(F)(F)F)n2n1 | 1 | 1
COC(=O)c1ccc(/C=N\NC(=O)COc2ccc(C(C)(C)CC(C)(C)C)cc2[N+](=O)[O-])cc1 | 6 | 1
CN(C)C(=S)S/C=C/C(=O)c1ccccc1 | 5 | 1
CCOC(=O)C1=C(C)N=C2SCC(=O)N2C1c1ccc(C)cc1 (centres undefined) | 1 | 0.91

Laid out differently: four of the compounds above
SMILES: CC(O)c1cccc(NC(=O)c2cc3n(n2)C(C(F)(F)F)CC(c2ccc(Cl)cc2)N3)c1 (centres undefined)
- HCV NS3h FP: -3
- Cy5 interf NS3h: 1
SMILES: CCc1ccc(-c2ncnn2-c2ccc(Cl)cc2)cc1
- HCV NS3h FP: -2
- Cy5 interf NS3h: 0.99
SMILES: COC(=O)c1cc2nc(-c3ccc(OC)cc3)cc(C(F)(F)F)n2n1
- HCV NS3h FP: 1
- Cy5 interf NS3h: 1
SMILES: COC(=O)c1ccc(/C=N\NC(=O)COc2ccc(C(C)(C)CC(C)(C)C)cc2[N+](=O)[O-])cc1
- HCV NS3h FP: 6
- Cy5 interf NS3h: 1

(next part)
Molecule | HCV NS3h FP | Cy5 interf NS3h
O=C1NC(=O)C(=Cc2ccccc2OCc2ccccc2F)C(=O)N1 | 18 | 0.94
CCOc1ccccc1NC(=O)c1ccc(CN2CCc3ccccc3C2)cc1 | 4 | 1
COC(=O)C1=C(C)NC2=C(C(=O)c3ccccc32)C1c1ccccc1OCc1ccc(Br)cc1 (centres undefined) | -1 | 1
S=c1[nH]nc(-c2cccc(Cl)c2)n1-c1ccccc1 | -10 | 1
COc1ccc(OC)c(N(CC(=O)Nc2ccccc2Cl)S(C)(=O)=O)c1 | 1 | 1.1
Cc1ccc(C)c(OCC(=O)N/N=C\c2ccc(OC(=O)c3ccc4c(c3)OCO4)cc2)c1 | 2 | 1
CCNC(=O)CN(c1ccc(OC)cc1)S(=O)(=O)c1ccc(C)cc1 | 4 | 1.1
Cc1ccc(SCCNS(C)(=O)=O)cc1 | 6 | 1
CCOC(=O)C(Cc1ccc(NC(=O)/C(=C/c2ccc(OC(C)=O)cc2)NC(C)=O)cc1)N1C(=O)c2ccccc2C1=O (centres undefined) | -2 | 1.1
O=C(c1ccc(Br)cc1)N1CCN(c2ccccn2)CC1 | 5 | 1.1
CCC1CCCCN1C(=O)c1cnn2c(C(F)(F)F)cc(-c3ccc(C)cc3)nc12 (centres undefined) | 17 | 1.1
N/C(=N/OC(=O)c1ccc(Cl)cc1)c1ccc(Br)cc1 | 4 | 1.1
CCOc1ccc(C(=O)COC(=O)CC)cc1 | -2 | 1.1
Cc1cccc(N2C(=O)NC(=O)/C(=C\c3cc(Br)c(O)c([N+](=O)[O-])c3)C2=O)c1 | 32 | 0.99
COc1cc(NC(=O)CSCc2ccc(Cl)cc2Cl)c(C(=O)O)cc1OC | 7 | 0.94
O=C1C(=O)N(Cc2ccccc2)C(c2ccc(Br)cc2)C1=C(O)c1ccccc1 (centres undefined) | -11 | 0.98
CC(=O)c1cccc(NC(=O)Nc2ccc(Cl)cc2)c1 | 16 | 0.88
Cc1cccc(NC(=O)C2(c3ccccc3)CC2(Cl)Cl)c1C (centres undefined) | 11 | 1.2
O=C(c1ccc(F)cc1)N1CCN(c2cc(N3CCCCC3)c(F)cc2[N+](=O)[O-])CC1 | 4 | 1
CN1C(=O)/C(=C\c2ccc(OCc3cccc4ccccc34)cc2)SC1=S | -1 | 1.1
CCN(CC)C(=O)CN(c1cc(Cl)cc(Cl)c1)S(C)(=O)=O | 4 | 1.2
CCC1=NN2C(=N)/C(=C/c3ccc(-c4ccc([N+](=O)[O-])cc4OC)o3)C(=O)N=C2S1 | 9 | 1.2*
O=C1/C(=C/c2ccccc2OCc2ccc([N+](=O)[O-])cc2)SC(=S)N1Cc1ccccc1 | 11 | 1.1
Cc1ccc(C(=O)Nc2ccc(N(C)C)cc2)o1 | -3 | 0.97
COc1ccc(OCC(=O)Nc2cccc(-c3nc4ccccc4s3)c2)cc1 | 7 | 1
O=[N+]([O-])c1ccc(NCCNCCO)cc1 | -13 | 0.93
O=C1C2=C(NC(=S)NC2c2ccc([N+](=O)[O-])cc2)c2ccccc21 (centres undefined) | 5 | 0.98
COc1cc(CN2CCN(Cc3cccc(C)c3)CC2)cc(OC)c1 | -7 | 0.94
O=C(Nc1cccc(Oc2ccc3c(c2)C(=O)N(c2ccccc2)C3=O)c1)c1ccc([N+](=O)[O-])cc1 | 13 | 1
